Bioassay records deposited in PubChem BioAssay by National Center for Advancing Translational Sciences (NCATS).
TDP1 cell CPT: qHTS for Inhibitors of human tyrosyl-DNA phosphodiesterase 1 (TDP1): qHTS in cells in presence of CPT; AID 686979, 2013; Potency, µM (top dose mostly 46.2 µM), without a hit: at the top dose activity change, negative = growth inhibition, usual class: inhibitors; 420,000 tested, 12% active; chicken DT40 Tdp1-/-;hTDP1 cells + 20 nM CPT, ATP luminescence, 48 h; note: nearly all actives have a fitted effect of over 55% in size
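Chicken DT40 Tdp1-/- cells complemented with human TDP1, 400 cells/well, exposed to compounds plus 20 nM camptothecin for at least 48 h at 37 C; viability read as ATP content by CellTiter-Glo luminescence.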
TDP1 inh: qHTS Assay for Inhibitors of Tyrosyl-DNA Phosphodiesterase (TDP1). 350,000 tested, 0.28% active. Tyrosyl-DNA phosphodiesterase 1 (Homo sapiens), Q9NUW8. Potency, µM (top dose mostly 130 µM), inactives show top-dose activity change, negative = inhibition, most hits filed as inhibitors. recombinant TDP1, AlphaScreen DNA substrate cleavage. AID 485290, 2010; note: nearly all actives have a fitted effect of over 40% in size
Target sequence (Q9NUW8 whole entry, looked up): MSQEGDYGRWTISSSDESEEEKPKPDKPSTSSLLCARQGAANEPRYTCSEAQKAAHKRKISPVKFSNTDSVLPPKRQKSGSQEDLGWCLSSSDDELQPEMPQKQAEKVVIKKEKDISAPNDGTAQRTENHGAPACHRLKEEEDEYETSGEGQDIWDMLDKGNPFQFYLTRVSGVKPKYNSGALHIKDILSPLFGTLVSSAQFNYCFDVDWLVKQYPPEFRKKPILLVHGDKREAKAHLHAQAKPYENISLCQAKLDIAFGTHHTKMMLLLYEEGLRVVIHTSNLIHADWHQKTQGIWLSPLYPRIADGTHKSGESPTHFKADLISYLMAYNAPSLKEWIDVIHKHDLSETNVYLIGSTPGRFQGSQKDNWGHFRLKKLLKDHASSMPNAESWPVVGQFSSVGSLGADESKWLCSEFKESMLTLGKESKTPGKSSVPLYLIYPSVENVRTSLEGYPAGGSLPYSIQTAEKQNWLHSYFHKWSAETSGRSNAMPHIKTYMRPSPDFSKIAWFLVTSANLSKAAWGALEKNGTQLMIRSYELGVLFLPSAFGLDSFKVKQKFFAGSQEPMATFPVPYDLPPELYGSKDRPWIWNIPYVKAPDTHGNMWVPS
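Tdp1 1 nM final; 15 min RT w/ cpd; substrate 15 nM, 5 min; beads 10 ug/ml, 10 min; AlphaScreen read. Neg ctrl: no enzyme.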
DT40 TDP1 no CPT: qHTS for Inhibitors of human tyrosyl-DNA phosphodiesterase 1 (TDP1): qHTS in cells in absence of CPT; AID 686978, 2013; Potency, µM (highest dose often 46.2 µM), for the others: top-dose activity change, negative = growth inhibition, usual class: inhibitors; 420,000 tested, 15% active; DT40 Tdp1-/- hTDP1 cells, no CPT, ATP luminescence, 48 h; note: nearly all actives have a fitted effect of over 55% in size
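Chicken DT40 Tdp1-/- cells complemented with human TDP1, screened without camptothecin (DMSO vehicle only), 400 cells/well. Compounds pin-transferred, cells incubated at 37 °C for at least 48 hr. Growth read as ATP-dependent luminescence (CellTiter-Glo, 30 min at RT).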
An asterisk follows results filed as active; ? = inconclusive; . = no result given; & = joins results of further samples; [ ] = dose if it differs, or a comment. Calls come from the whole dose curve; as a rule, active = well fitted curve in the direction sought with a large enough effect; inconclusive = small, poorly fitted or top-dose-only effect, or another doubt; inactive = no such curve, though single readings can be large; an effect the other way counts as inactive or inconclusive. % is set by controls: 0 for no effect and ±100 for the full control effect; potency is the fitted concentration of half-maximal effect. Compounds were not picked by outcome; overall some 18% were active at least once.

Compound	TDP1 cell CPT	TDP1 inh	DT40 TDP1 no CPT
COc1cccc(-c2noc(CCC(=O)NC3CCCCC3)n2)c1	-13%	7%	?
CC(C)c1nnc(NC(=O)Cc2cccs2)s1	3%	0%	-12%
COc1ccc(F)cc1-c1cc(C(=O)NCc2ccc(C(F)(F)F)cc2)[nH]n1	23µM*	.	16µM*
CC(C)NC(=O)N(C)C[C@H]1OCc2cnnn2CCCC(=O)N([C@H](C)CO)C[C@H]1C	12%	.	4%
Cc1nc(-c2cccc(NC(=O)c3ccco3)c2)cs1	-17%	5%	-28%
CCc1cccc(NC(=O)c2cc3c(=O)n(Cc4ccccc4)ccc3nc2C)c1	?	7%	?
COC(=O)/C(=C/Nc1ccc(O)cc1)[N+](=O)[O-]	?	5%	?
Cc1ccc[n+](CC(=O)c2ccc(-c3ccccc3)cc2)c1	-1%	0%	2%
O=C(NCc1ccccn1)C1CC(c2ccccc2Cl)=NO1 (centres undefined)	3%	2%	-15%
COc1ccc(CCN2C(=O)NC(NC(=O)CCc3ccccc3)(C(F)(F)F)C2=O)cc1OC (centres undefined)	-29%	3%	?
CCOc1ccccc1NC(=S)NNS(=O)(=O)c1c(C)cc(C)cc1C	-10%	4%	-13%
O=C(CCSCc1cccc(Cl)c1)NCc1ccccc1Cl	?	-8%	26µM*
CCCCN1C(=O)C(CC(=O)NCc2cccc3ccccc23)CC(C(=O)N2CCOCC2)=C1C (centres undefined)	10%	.	7%
CCN(CC)C(=O)c1sc(NC(=O)c2cc(-c3ccc(C)s3)nc3ccccc23)c(C(=O)OC)c1C	?	0%	23µM*
CN1CCN(C(=O)c2cccc(-c3ccc4nccn4c3)c2)CC1	-24%	.	?
COC(=O)c1sccc1NC(=O)c1ccnn1C	3%	2%	2%
CC(C)N(C(=O)COC(=O)c1ccc(O)cc1)C(C)C	3%	6%	-8%
O=C(CSc1nnc(C2CC2)n1Cc1ccco1)NCC(F)(F)F	19%	0%	3%
O=C(O)c1ccc(CSc2nnc(Cc3ccccc3)o2)cc1	-29%	-1%	1%
N#C/C(=C\c1ccccc1)c1n[nH]c(Cn2cncn2)n1	-9%	0%	-7%
CC(NC(=O)Nc1ccccc1Cl)c1ccc2c(c1)OCO2 (centres undefined)	-6%	1%[56.1 µM]	1%
CC(=O)c1ccc(S(=O)(=O)N2CCN(CC(=O)Nc3ccnn3C3CCCC3)CC2)cc1	-6%	.	-11%
COc1ccc([C@H]2C[C@H](n3cc(-c4ccc(F)cc4)nn3)[C@@H](O)CN2Cc2cccs2)cc1	5%	.	-7%
O=C(OCc1ccccc1)C1CCCN1C(=O)c1ccccc1[N+](=O)[O-] (centres undefined)	15µM*	-3%	16µM*
CC(=O)CCS(=O)(=O)c1ccc(NC(C)=O)cc1	13µM*	2%	18µM*

The last 2 compounds of the part above open the next one:
Compound	TDP1 cell CPT	TDP1 inh	DT40 TDP1 no CPT
O=C(OCc1ccccc1)C1CCCN1C(=O)c1ccccc1[N+](=O)[O-] (centres undefined)	15µM*	-3%	16µM*
CC(=O)CCS(=O)(=O)c1ccc(NC(C)=O)cc1	13µM*	2%	18µM*
CCOC(=O)C1CCCCN1Cc1nc(N2CCN(C(C)=O)CC2)c2ccccc2n1 (centres undefined)	-6%[9.04 µM]	.	-28%
O=C(c1c[nH]c2ccccc12)C(O)C(c1ccccc1)N1CCOCC1 (centres undefined)	-20%	0%	?
CCc1ccc(S(=O)(=O)NCc2cn3ccsc3n2)s1	-24%	1%	?
Cc1ccc(S(=O)(=O)Nc2cc(Cl)c(O)c3ncccc23)cc1	2.3µM*	5%	5.2µM*
O=C(Nc1cc(Cl)ccc1O)c1cc2nc(-c3ccc4c(c3)OCO4)cc(C(F)(F)F)n2n1	-25%	2%	?
COc1ccc(C(=O)CSc2n[nH]c(-c3ccncc3)n2)cc1[N+](=O)[O-]	-4%	1%	-16%
Cc1cc(C)c(NC(=O)C2CCN(C(=O)c3ccco3)CC2)c(C)c1	12%	.	-1%
N#CCCN(C(=O)COC(=O)c1cc(=O)[nH]c2ccccc12)c1ccccc1	0%	0%	-12%
O=C(CSc1nn(-c2ccc(Cl)cc2)c(=S)s1)N1CCN(C(=O)c2ccco2)CC1	2%	6%	-24%
CCN(CC)S(=O)(=O)c1ccc(-n2cnnn2)c(C)c1	-1%	3%	2%
COc1cc(NC(=O)N2CCC3(CC2)Nc2ccccc2-n2cccc23)cc(OC)c1OC	21µM*	11%	?
CCOc1ccc(NS(=O)(=O)c2cc(NC(=O)C3CC3)ccc2C)cc1Br	?	1%	21µM*
COc1ccc(OC)c(CCNC(=O)CCC(=O)N2CCOc3ccc(C)cc32)c1	23µM*	.	?
CCOc1ccc(NC(=O)CN(C)C(=O)c2c(C)nn(-c3ccc(F)cc3)c2Cl)cc1OCC	0%	1%	-8%
COc1ccc(CN2CCNC(=O)C2CC(=O)N(C)Cc2ccccn2)cc1OC (centres undefined)	3%	9%	1%
COc1cc2c(cc1OC)CN(C(=O)CN1C(=O)NC3(CCCCC3C)C1=O)CC2 (centres undefined)	?	5%	?
O=C(CN(CC1CCCO1)C(=O)CNS(=O)(=O)c1ccc(Cl)cc1)NC1CCCC1 (centres undefined)	-18%	7%[0.0935 µM]	-9%
COc1cc(C)c(Cl)cc1S(=O)(=O)NCCN1CCOCC1	-10%	7%	-30%
CC(=O)c1ccc(S(=O)(=O)N2CCN(c3nc(-c4cccnc4)nc4ccccc34)CC2)cc1	21µM*	0%	?
O=C(CSc1nnc(N2CCCC2)n1-c1cccc(Cl)c1)N1CCN(c2ccccn2)CC1	?	.	21µM*
O=C1C(Cc2ccccc2)SC(=Nc2ccccc2)N1c1ccccc1 (centres undefined)	15%	-1%	?
CCC(C)NC(=O)c1sc2nc3n(c(=O)c2c1C)CCC3 (centres undefined)	1%	0%	-8%
COC(=O)c1ccc(CSc2nnc(-c3ccc4c(c3)OCO4)n2-c2ccccc2)o1	?	5%	-69%
CCCSc1nc2sc3c(c2c(=O)n1-c1ccc(OC)cc1)CCN(C)C3	?	.	15µM*
Cc1cc(C)cc(C(=O)NN2CCOCC2)c1	-11%	0%	-2%
O=C(Nc1ccccc1F)c1csc([C@@H]2C[C@H](O)[C@@H](CO)O2)n1	-14%	.	-2%
O=C(CN1CCC(c2nc3ccccc3s2)CC1)N1CCCCC1	?	-3%	?
COc1ccc(C(CNC(=O)CSc2ccccc2)N2CCOCC2)cc1 (centres undefined)	-15%	.	-27%
O=C1N(c2ccccc2)C[C@@H]2C[C@@H](c3cccs3)N3CCC[C@@]123	-24%	-4%	-28%
O=C(CSC(=S)N1CCCC1)NCC(=O)Nc1ccccc1Br	-9%	-6%	-27%
CCCC1(C)NC(=O)c2ccccc2O1 (centres undefined)	12%	0%	-5%
CCCCC(NC(C)=O)c1nc2ccccc2[nH]1 (centres undefined)	1%	-3%	-6%
CCCCCN1C/C=C\C(c2ccc(OC)cc2)N(Cc2ccc(F)cc2)C(=O)C1 (centres undefined)	?	14%&2%	?
COC(=O)CSc1ncc2c(n1)-c1ccccc1N(Cc1ccccc1C)S2(=O)=O	-28%	5%	-25%
CC(C)c1ccc(S(=O)(=O)c2nnn3c2nc(N2CCCC2)c2sccc23)cc1	24%	-3%	10%
O=C(COC(=O)c1cnc(Cl)c(Cl)c1)NCc1ccc2c(c1)OCO2	4%	5%	10%
C[C@H](NC(=O)[C@@H]1CCCN1C(=O)[C@@H]1CCCN1C(=O)c1cccc(Cl)c1)c1ccccc1	?	.	-27%
CCCOC(=O)Nc1cccc(C(C)=O)c1	-3%	5%	-1%
CN(C)CCCn1c(=S)[nH]c2ccccc2c1=O	3%	3%	-11%
N#Cc1c(-c2ccc(Cl)cc2)c2c([nH]c1=O)-c1ccccc1OC2	0%	.	1%
CCOc1ccc(/C=N/OCC(=O)Nc2ccc3c(c2)OCO3)cc1	?	5%	?
Cc1ccc([C@H]2C[C@@H](O)[C@H](n3cc(COC(=O)c4ccccc4)nn3)CN2C(=O)c2cccs2)cc1	?	.	26µM*
O=C(NNC(=O)c1ccccc1Br)c1cccs1	-1%	10%	-2%
O=S(=O)(Nc1ccc(-c2cn3ccsc3n2)cc1)c1ccc2c(c1)OCCO2	?	6%	?
CC12CCC(C(=O)N3CCc4ccccc43)(CC1=O)C2(C)C (centres undefined)	-12%	-7%	?
COc1ccccc1CNC(=S)NC1CCCC1	26%	2%	-10%
N#CC1=C2SCN(C3CCCCC3)CN2C(=O)CC1c1ccc(F)cc1 (centres undefined)	?	5%	16µM*
COc1ccc([N+](=O)[O-])c(OC)c1C(=O)NC(=O)Nc1c(F)cc(F)cc1F	-3%	-4%	-15%
CCOC(=O)CCCCCC(=O)Nc1ccc2c(c1)C(=O)N([C@@H](C)CO)C[C@@H](C)[C@H](CN(C)S(=O)(=O)c1cccs1)OCCCC[C@H](C)O2	1%	.	-19%
COc1cc2c(cc1OC)CN(Cc1cc(=O)oc3c(C)c(C)ccc13)CC2	?	0%	21µM*

The list continues.
Compound	TDP1 cell CPT	TDP1 inh	DT40 TDP1 no CPT
CCC(C)N(C(=O)COC(=O)CSc1ccc(C)c(C)c1)C1CCS(=O)(=O)C1 (centres undefined)	-6%	1%	-20%
Cc1nn2c(nc1=O)NNC2(C)C(C)(C)C (centres undefined)	0%	6%	17%
COc1ccc(NC(=O)N2Cc3ccccc3CC2C(=O)NC(C)(C)C)cc1 (centres undefined)	?	5%	0%
Cc1ccc(C(C)C)c(OCCOCCN2CCNCC2)c1	?	.	?
COc1ccccc1NC(=O)CN1CCN(Cc2ccccc2)CC1	-1%	2%	0%
O=C(NCc1ccc(Cl)cc1)c1ccc(CSc2nc3ccncc3[nH]2)cc1	?	.	?
O=C(Oc1ccccc1)N1CCC2(CCCN(c3ccccn3)C2)CC1	-1%	.	?
CCOc1ccc(NC(=O)C2CCCN(S(=O)(=O)c3c(C)noc3C)C2)cc1 (centres undefined)	-14%	11%	?
Cc1ccc(S(=O)(=O)N2CCCCC2c2cccnc2)c(C)c1C (centres undefined)	?	-8%	23µM*
CCCN=C1N(CC)C[C@@H]2[C@@H]3C(=O)N(C)C(=O)[C@@H]3[C@](CC)(C(=O)OC)N12	0%	.	-3%
Cc1cc(Nc2cccc(F)c2)nc(NCc2ccccc2)n1	4.1µM*	3%	5.8µM*
N#C/C(=C\c1ccc(OCc2ccc(Cl)cc2)cc1)C(=O)Nc1cccc(C(=O)O)c1	6%	35µM*	-1%
O=C(Nc1ccc(Oc2ccc3ccccc3c2)cc1)c1ccco1	?	4%	?
COc1ccc(S(N)(=O)=O)cc1-c1nnc2c3ccccc3c(C)nn12	7%	2%	-1%
O=C(Nc1ccc(S(=O)(=O)Nc2nccs2)cc1)C1CC(=O)N(c2ccccc2)C1 (centres undefined)	3%	1%	-2%
Cc1cnc(C)c(N2CCC(C(=O)NCc3ccco3)CC2)n1	-24%	6%	-21%
O=C1c2ccccc2CC1(Cc1ccccc1)Cc1ccccc1	?	-8%	?
O=C(COc1ccc(/C=N/NS(=O)(=O)c2ccccc2)cc1)Nc1cccc(Cl)c1	?	5%	21µM*

Entries of single compounds, looked up by structure.
Entry for COc1ccc(CN2CCNC(=O)C2CC(=O)N(C)Cc2ccccn2)cc1OC (centres undefined) : TDP1 cell CPT = 3%; TDP1 inh = 9%; DT40 TDP1 no CPT = 1%
Entry for CC(NC(=O)Nc1ccccc1Cl)c1ccc2c(c1)OCO2 (centres undefined) : TDP1 cell CPT = -6%; TDP1 inh = 1%[56.1 µM]; DT40 TDP1 no CPT = 1%
Entry for O=C(Nc1ccc(S(=O)(=O)Nc2nccs2)cc1)C1CC(=O)N(c2ccccc2)C1 (centres undefined) : TDP1 cell CPT = 3%; TDP1 inh = 1%; DT40 TDP1 no CPT = -2%
